Menin MLL FP TR: inhibitors of human menin-MLL interaction, mutant MLL peptide; Menin + Texas Red MLL mutant peptide, fluorescence polarization; Potency, µM (top dose mostly 61.6 µM), without a hit: top-dose FP activity change, negative = inhibition, most hits filed as inhibitors; 270,000 tested, 0.23% active; AID 1768; active = well fitted inhibition curve with a large enough effect in the polarisation, with a control signal flat, not every such curve was filed as active; inconclusive = small, poorly fitted or top-dose-only effect, or effect the other way, or a change in a side signal; inactive = no such curve, though single readings can be large or run the other way; the % refers to the polarisation; note: potency is the fitted concentration of half-maximal effect; % of control where 0% means no effect; many of its hits are not listed in these tables
FLuc counter: inhibits or activates purified firefly luciferase, miR-21 counter-screen; P08659; purified FLuc, Km substrates, luminescence inhibition; Potency, µM (highest dose often 57.5 µM), without a hit: at the highest dose activity change, negative = inhibition, most hits filed as inhibitors; 360,000 tested, 6.9% active; AID 588342;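 note: potency is the fitted concentration of half-maximal effect; plate controls were vehicle for no effect and reference inhibitor for full effect; nearly all actives have a fitted effect of over 55% in size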
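Purified P. pyralis luciferase (10nM final) with 10uM D-luciferin and 10uM ATP (Km levels) in 50mM Tris acetate pH 7.5, 10mM Mg acetate, 0.01% Tween-20, 0.05% BSA; qHTS 6-point titration, ~60 µM downward; luminescence read.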
RORg inh: ROR gamma (mouse) transcription inhibition | P51450 | Drosophila S2 Gal4-RORgamma UAS-luciferase reporter, 20 h | Potency, µM (top dose mostly 53.6 µM), for the others: top-dose activity change, negative = inhibition, usual class: inhibitors | 310,000 tested, 5.4% active; note: potency is the fitted concentration of half-maximal effect; % is set by controls: 0 for no effect and ±100 for the full control effect; nearly all actives have a fitted effect of over 60% in size
Target sequence (P51450 whole entry, looked up, the tested form may be a part): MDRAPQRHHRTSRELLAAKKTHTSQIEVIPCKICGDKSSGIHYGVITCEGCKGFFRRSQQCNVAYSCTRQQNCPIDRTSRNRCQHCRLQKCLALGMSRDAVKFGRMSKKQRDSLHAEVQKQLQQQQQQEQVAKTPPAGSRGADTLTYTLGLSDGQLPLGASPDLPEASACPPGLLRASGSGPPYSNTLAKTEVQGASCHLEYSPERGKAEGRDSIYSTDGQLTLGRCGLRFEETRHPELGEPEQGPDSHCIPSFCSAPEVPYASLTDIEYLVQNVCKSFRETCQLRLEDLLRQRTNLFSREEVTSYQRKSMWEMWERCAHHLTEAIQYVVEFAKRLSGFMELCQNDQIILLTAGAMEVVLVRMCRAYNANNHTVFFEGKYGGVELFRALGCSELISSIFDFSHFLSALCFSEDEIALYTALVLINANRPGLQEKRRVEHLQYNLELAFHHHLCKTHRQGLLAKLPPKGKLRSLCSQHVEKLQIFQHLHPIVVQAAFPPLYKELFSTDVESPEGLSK
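In this cell-based reporter format, copper sulfate (700 uM final) drives Gal4–ROR gamma fusion expression from a metallothionein promoter in Drosophila Schneider cells; compounds preincubated 1 hr, reporter read after 20 hr at ambient temperature.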
Rab9 promoter act: activates the Rab9 promoter. Huh7 Rab9 promoter-luciferase reporter, luminescence, 24 h. Potency, µM (doses to about 9.22 µM), for the others: at the highest dose activation, negative = inhibition, most hits filed as activators. 320,000 tested, 2.8% active. AID 485297; note: potency is the fitted concentration of half-maximal effect; % of control where 0% means no effect; nearly all actives have a fitted effect of over 60% in size
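Rab9 promoter-driven luciferase in stably transfected Huh7 cells; 1500 cells/well rested 2 h, exposed to compound in DMSO for 24 h at 37 °C, 5% CO2. Luminescence read 10 min after adding luciferase reagent at ambient temperature.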
KCNH2 3.1 inh: KCNH2 3.1 (human) potassium channel inhibition. 340,000 tested, 0.95% active. activity change, % (tested at about 1.8 µM). U2OS KCNH2 3.1, thallium flux FluxOr; hits give low values. AID 720553;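 active = maximum activity change below -70%; inconclusive = maximum activity change from -70% to -50%; inactive = maximum activity change above -50%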;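 note: thallium influx rate constant from kinetic fluorescence after stimulation buffer; % is set by controls: 0 for no effect and ±100 for the full control effect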
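Steps: virus added to U2OS suspension (4 h, RT, dark); medium with 10% FBS added, cells plated, 37 C overnight; FluxOr/Red40 loading buffer 45 min RT; stimulation buffer, 2 min kinetic read; rate constant normalized.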
PKM2 act: increases activity of human pyruvate kinase M2. purified PKM2, Kinase-Glo ATP luminescence, activation; response scale: 0% is enzyme alone, no compound. Potency, µM (highest dose often 57.5 µM), without a hit: at the top dose activation, actives largely listed as activators. 260,000 tested, 0.34% active; note: potency is the fitted concentration of half-maximal effect; % is set by controls: 0 for no effect and ±100 for the full control effect; nearly all actives have a fitted effect of over 55% in size
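Purified hPK-M2 (>95%) run at intermediate activity with 0.1 mM ADP and 0.5 mM PEP in 50 mM imidazole pH 7.2, KCl, MgCl2; 1 h room temperature. ATP formed read by Kinase-Glo luminescence; normalized to uninhibited and no-enzyme controls.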
MBNL1-CUG inh: MBNL1-poly(CUG) RNA binding inhibition; TR-FRET MBNL1-His/biotin-(CUG)12 binding, 665/545 ratio; Potency, µM (highest dose often 57.5 µM), without a hit: top-dose activity change, negative = inhibition, usual class: inhibitors; 280,000 tested, 0.036% active; AID 2675; active = well fitted inhibition curve with a large enough effect in the signal ratio, with a control signal flat, not every such curve was filed as active; inconclusive = small, poorly fitted or top-dose-only effect, or effect the other way, or a change in a side signal; inactive = no such curve, though single readings can be large or run the other way; the % refers to the signal ratio; note: potency is the fitted concentration of half-maximal effect; % is set by controls: 0 for no effect and ±100 for the full control effect
Target sequence (Q9NR56 whole entry, looked up): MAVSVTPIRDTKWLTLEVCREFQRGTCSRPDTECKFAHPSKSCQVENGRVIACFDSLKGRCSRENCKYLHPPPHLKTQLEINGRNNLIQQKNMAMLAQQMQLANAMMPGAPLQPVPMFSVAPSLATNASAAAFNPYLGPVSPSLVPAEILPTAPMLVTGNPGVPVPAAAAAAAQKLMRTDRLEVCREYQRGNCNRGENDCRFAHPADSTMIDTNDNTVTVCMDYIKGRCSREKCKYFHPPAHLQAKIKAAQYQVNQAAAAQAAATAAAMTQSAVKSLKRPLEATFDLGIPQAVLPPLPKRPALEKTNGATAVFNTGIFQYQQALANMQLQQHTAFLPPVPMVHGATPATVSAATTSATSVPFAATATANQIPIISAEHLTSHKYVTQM
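TR-FRET between His-tagged MBNL1 and biotin-(CUG)12 RNA, detected with Tb anti-His antibody (0.055 ng/ul) and streptavidin-XL665 (5 nM), 60 min at room temperature. Compounds titrated 92 nM to 58 uM; 665/545 nm ratio normalized to buffer and complex controls.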
Gal4-VP16 FLuc: inhibits Gal4-VP16 luciferase reporter, ROR gamma counter-screen | Drosophila S2 Gal4-VP16 UAS-luciferase, luminescence, 20 h | Potency, µM (series often up to 53.6 µM), for inactives: at the top dose activity, negative = inhibition, usual class: inhibitors | 310,000 tested, 3.5% active;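 note: Gal4-VP16 expression switched on by copper sulfate through the metallothionein promoter; potency is the fitted concentration of half-maximal effect; % is set by controls: 0 for no effect and ±100 for the full control effect; nearly all actives have a fitted effect of over 50% in size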
ELG1 DNA repair: ELG1-dependent DNA repair inhibition; HEK293T ELG1-luciferase reporter, luminescence, 16 h; DNA damage induced by 5-fluorouridine; Potency, µM (top dose mostly 46.1 µM), for the others: at the highest dose activity change, negative = inhibition, most hits filed as inhibitors; 330,000 tested, 2.3% active; AID 504467; note: potency is the fitted concentration of half-maximal effect; % is set by controls: 0 for no effect and ±100 for the full control effect; nearly all actives have a fitted effect of over 55% in size
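Cells (2,000 per well) received 5-fluorouridine plus test compound or DMSO and were incubated 16 hr at 37 °C, 5% CO2. Luciferase activity was read by luminescence 30 min after ONE-Glo addition; signal suppression marked inhibition of damage-induced ELG1 function.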
Mito fusion yeast: inhibitors of mitochondrial division or activators of mitochondrial fusion. AID 485298. Potency, µM (highest dose often 46.1 µM), for the others: at the highest dose growth rescue (activation), most hits filed as activators. 320,000 tested, 0.23% active. S. cerevisiae fusion-defective mutant growth rescue, CellTiterGlo 48 h;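 note: potency is the fitted concentration of half-maximal effect; % of control where 0% means no effect; nearly all actives have a fitted effect of over 45% in size; temperature-sensitive fusion mutants such as fzo1-1 at 37 °C on non-fermentable ethanol glycerol medium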
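Yeast fusion mutant, YPEG (non-fermentable carbon), compound, 48 h at 37C non-permissive; CellTiterGlo added, 10 min RT, luminescence read. Rescued growth = division inhibition.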
NPC1 prom act: activates the NPC1 promoter | Huh7 NPC1 promoter luciferase reporter, 24 h | AID 485313 | 320,000 tested, 2.4% active | Potency, µM (highest dose often 9.22 µM), inactives show at the top dose activation, most hits filed as activators;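 note: potency is the fitted concentration of half-maximal effect; % of control where 0% means no effect; nearly all actives have a fitted effect of over 60% in size; reporter is driven by a mutant NPC1 promoter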
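Huh7 reporter cells (NPC1 promoter driving luciferase) are dosed with compound for 24 h at 37 °C, 5% CO2; luciferase detection reagent is then added and luminescence measured after 10 min at ambient temperature.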
An asterisk follows results filed as active; u = inconclusive; x = not tested or not shown; & = joins results of further samples; ! = not active in a repeat; [ ] = dose if it differs, or a comment. Unless noted, calls come from the whole dose curve; as a rule, active = well fitted curve in the direction sought with a large enough effect; inconclusive = small, poorly fitted or top-dose-only effect, or another doubt; inactive = no such curve, though single readings can be large; an effect the other way counts as inactive or inconclusive. A portion of the library. The share of hits here may be higher or lower than overall.

SMILES | Menin MLL FP TR | FLuc counter | RORg inh | Rab9 promoter act | KCNH2 3.1 inh | PKM2 act | MBNL1-CUG inh | Gal4-VP16 FLuc | ELG1 DNA repair | Mito fusion yeast | NPC1 prom act
CC1(C)NC(=O)N(c2ccc([N+](=O)[O-])c(C(F)(F)F)c2)C1=O | u | 1% | u | -30%[inhibitor][46.1 µM] | 13 | x | u | 16µM*! | -17% | -6%&5% | -14%[46.1 µM]
Cc1ccc(OCC(=O)NCCCNC(=O)c2cnccn2)cc1C | 1% | -1% | -2% | 5% | -3 | x | 4% | -16% | 11% | 6% | 3%
Cc1ccc(S(=O)(=O)C2(C(=O)NC3CCCCC3)CC2)cc1 | 0% | -1% | -15% | 6% | 6 | x | -8% | 2% | 14% | -14% | 2%
O=S(=O)(Nc1ccc(N2CCCCC2)cc1)c1ccccc1 | -10% | -11% | 27%[10 µM] | 23% | 8 | -15% | x | -1% | u | 20% | 12%
COc1cccc(NC(=O)c2cccc(C(=O)Nc3cccc(OC)c3)c2)c1 | -1% | -1% | -1% | 10% | 9 | 1% | -4% | -3% | 25% | -1% | 10%
Cc1ccc(NC(=O)C(c2ccccc2)N2CCN(CC(=O)N3CCOCC3)CC2)cc1 (stereo not given) | x | x | x | 2% | 6 | x | x | x | u | -6% | 1%
O=C(Nc1ccc(Br)cc1)c1cc(-c2cccs2)on1 | u | -18% | 4% | -3% | -17 | -1% | 22% | 19% | -9% | 10% | -4%
Cc1cc(C)c2[nH]c(=O)c(CN(Cc3cccs3)C(=S)NCC3CCCO3)cc2c1 (stereo not given) | 0% | -2% | u | -2% | -17 | 1% | u | 2% | 26µM* | -2% | 1%
Cc1cc(S(=O)(=O)NC(C)C)ccc1OCC(=O)Nc1ccc2c(c1)OCCO2 | 3% | -12% | 2% | 1% | -4 | -9% | -7% | 1% | u | -4% | -3%
Cc1ncc([N+](=O)[O-])n1S(=O)(=O)c1cc(Cl)ccc1Cl | 7% | 2% | -4% | 2% | -1 | 1%[11.5 µM] | 4% | 5% | 16% | -1% | -2%
CCOc1ccc(CCNC(=O)c2cccnc2N2CCCC2)cc1OCC | 10% | -2% | 0% | -5% | -3 | -1% | u | 3% | -10% | -5% | 0%
O=C(COC(=O)c1c[nH]c(=O)[nH]c1=O)NCc1ccccc1 | x | -2% | -19% | -1% | 5 | -2% | 2% | -14% | 2% | 1% | 0%
Cn1c2ccccc2n2c(=O)c(=O)n(CC(=O)N3CCCc4ccccc43)nc12 | -4% | -1% | -29% | -2% | x | 10% | -6% | -1% | u | 3% | -8%
O=C(CSc1nnc(-c2cccnc2)n1Cc1ccco1)N1CCc2ccccc21 | 4% | -3% | -5% | 5% | -1 | 14% | -25% | -19% | -18% | 6% | 2%
O=C(COC(=O)Cc1ccccc1F)Nc1cccc(S(=O)(=O)NC2=NCCCCC2)c1 | 0% | 4% | 7% | -6% | -6 | 1% | 0% | 5% | 2% | -5% | -4%
Cc1[nH]c2ccccc2c1C(=O)CSc1ccccn1 | 17% | u | -14% | 15% | -7 | u | -2% | u | 0% | 1% | 0%
O=C(Nc1ccc2c(c1)nc1n2CCSC1)c1ccco1 | u | 2.7µM* | 2.2µM* | 0.45µM* | 4 | 3% | 7% | 3.2µM* | u | -8% | 0.32µM*
Cc1sc2ncnc(SCC(=O)NCC3CCCO3)c2c1C (stereo not given) | x | -3% | x | 3% | -17 | x | x | x | 8% | -5% | -2%
c1cncc(-c2nn3c(Cn4cnc5ccccc54)nnc3s2)c1 | -17% | -10% | u | 1% | 0 | u | -29% | -17% | 13% | 5% | -4%
CCN(CC)C(=O)C1CCCN(c2ncnc3c2cnn3-c2ccc(Cl)cc2)C1 (stereo not given) | 3% | 17µM* | 23% | -5% | 0 | 0% | -1% | 3% | u | 22% | -8%
O=C(NCCc1ccc(Cl)cc1)C1CCN(S(=O)(=O)c2cccs2)CC1 | 10% | 5% | -8% | -2% | 0 | 15% | -1% | 4% | u | 9% | -4%
COc1nc(Nc2ccc(O)cc2)nc(OC(C(F)(F)F)C(F)(F)F)n1 | 44%[activator] | 0% | 11% | -11% | -10 | 2% | 2% | 6% | 0% | 24% | -3%
Cc1cccc(OCCCC(=O)NCc2ccco2)c1 | 0% | 3% | 20% | 4% | 8 | -5% | -6% | 0% | -1% | 0% | 11%
O=C(CCC(=O)N1CCCCCC1)NCc1ccc(F)cc1 | 7% | 0% | 0% | -8% | -3 | -4%[11.5 µM] | 2% | -4% | 15% | -1% | -3%
NNC(=O)CNS(=O)(=O)c1ccc([N+](=O)[O-])cc1 | 18% | 4% | -6% | 6% | -3 | -1% | u | -27% | 2% | 4% | -1%
CC(C)NS(=O)(=O)c1ccc2c3c(cccc13)CC2 | -5% | 7% | 22% | -6% | 4 | 1% | 4% | 5%[10 µM] | -2% | -4% | -9%
CCCC[C@]12Cc3cc(OC)c(OC)cc3C(O1)C1=C(CC3(CCCCC3)OC1=O)O2 | -17%[11.7 µM] | 0%[11.5 µM] | 3%[10 µM] | -4%[1.84 µM] | x | 11%[11.5 µM] | -2%[11.5 µM] | 7%[10 µM] | x | 0%[9.22 µM] | -4%[1.84 µM]
Cc1cc(N2CCC(N(C)C3CCCC3)CC2)nc2cc(O)ccc12 | -18% | 0% | -35% | -5% | 7 | -7% | 8% | -1% | -26% | 3% | -3%
C=C1N(c2cccc(Cl)c2)C(=O)OC1(C)C | 3% | -1% | 9% | -2% | 18 | 1% | 21% | -21% | 9% | -1% | 0%
COc1ccc2nc(C)cc(SCC(=O)OC(C)C)c2c1 | 1% | -2% | -4% | 1% | -39 | 8% | 23% | 2% | -1% | 24% | -2%
COc1cccc(NC(=O)CSc2nnnn2C2CCCC2)c1 | x | 5% | 7% | 7% | 1 | x | 3% | 1% | -2% | -7% | 3%
COC(c1ccccc1)c1nnc(CCC(=O)NCc2cccc(-n3cccn3)c2)o1 (stereo not given) | -9% | -1% | 16% | 10% | -5 | -4% | 2% | -12% | -2% | -5% | -2%
CCN(CC)NC(=O)Nc1ccccc1 | -17% | 1% | 0% | -3% | -2 | -12% | -5% | 1% | 2% | 0% | -6%
COC(=O)C1=C(C)NC(C)=C(C(=O)OC)C1C(=O)OCC(=O)N1CCCCC1C (stereo not given) | x | 3% | x | -2% | -3 | x | x | x | 6% | -2% | 1%
CC12CCC(=O)N1C(C(=O)NCc1ccccc1Cl)CS2 (stereo not given) | x | 8% | x | -5% | 1 | x | x | x | u | -4% | -5%
O=C(CSc1nnc(-c2ccccc2)n1-c1ccccc1)N1c2ccccc2Sc2ccccc21 | -8% | 1% | 9% | -2% | 12 | -9% | -4% | -2%[0.365 µM] | -1% | -4% | 5%
Cc1ccc(S(=O)(=O)N2CCN(c3ccc(N4CCOCC4)nn3)CC2)cc1[N+](=O)[O-] | x | -1% | x | -5% | 4 | x | x | x | -19% | -2% | -4%
Oc1c(C(Nc2ccccn2)c2ccccn2)ccc2cccnc12 (stereo not given) | -7% | 3% | 1.1µM* | -18% | -9 | 1% | 8% | 2.2µM* | u | 0% | -25%
C=C(C)Cn1c(CCn2c3ccccc3c3ccccc32)n[nH]c1=S | 2% | 4% | u | -4% | 5 | -2% | x | 1µM* | -7% | -5% | -1%

Bioassay records (PubChem)
